MEKK2 WT-MEK5 = raises or lowers MEK5 binding to wildtype human MEKK2 PB1 domain; bead flow cytometry, Alexa488-MEK5 binding to MEKK2 WT; actives lie on both sides; Q9Y2U5; binding response (% of control), % at 10 µM; hit rate 1.1% among 290,000; in the data active = binding response below about 67% or above about 130%
FID counter = displaces DNA intercalator in HCV helicase counter-screen. hit rate 0.17% among 290,000. inhibition, % at 7.9 µM. DNA fluorescent intercalator displacement, fluorescence. AID 1845; in the data active = inhibition above about 37%;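 also: 0% = vehicle and 100% = reference compound; higher means more ethidium bromide displaced from hairpin DNA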
MEKK2mut PB1 HTS = signal of MEK5 binding to mutant human MEKK2 PB1 domain | AID 1530 | percent response, % at 10 µM | bead flow cytometry, Alexa488-MEK5 binding to MEKK2 mutant | hit rate 0.35% among 290,000; in the data active = percent response above about 24%, passing the limit was not always enough; also: inactives centre near 1; some results filed as inactive read as strong as hits
PfM18AAP inh = PfM18AAP enzyme inhibition; recombinant PfM18AAP, H-Glu-NHMec fluorogenic cleavage; inhibition, % at 7.35 µM; hit rate 1.2% among 290,000; AID 1822;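 active = inhibition above the campaign mean inhibition over all tested compounds plus 3 SD, cut at about 28% in these data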;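 also: 0% = plate median of test compound wells and 100% = 2 mM ZnCl2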
IMP-1 inhibitor = inhibitors of Pseudomonas aeruginosa IMP-1 metallo-beta-lactamase. purified IMP-1, nitrocefin hydrolysis, epi-absorbance fluorescence. inhibition, % at 5.6 µM. hit rate 0.45% among 290,000. AID 1556;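 active = inhibition above the mean plus 3 SD of all compounds in the same screening run, cut at about 4.5% in these data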;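 also: 0% = IMP-1 with DMSO and 100% = DMSO wells lacking enzyme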
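Test system: recombinant IMP-1 enzyme, purified / Medium: HEPES buffer pH 7.1 with ZnSO4 and Brij 35 / Doses: single dose, 5.6 µM / Times: 25 °C, 15 min preincubation, 25 min reaction / Detection: Epi-absorbance via hydrolysed-nitrocefin quenching of white-plate fluorescence, 480/530 nm, EDTA stop / Evaluation: percent inhibition from optical density relative to buffer-blank wells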
UBC9 SUMO inh = inhibitors of human SUMOylation (UBC9) | P63279 | HTRF SUMOylation assay, SAE1/SAE2 + UBC9, in vitro | inhibition, % at 35 µM | hit rate 0.36% among 290,000 | AID 2006; in the data active = inhibition above about 50%, passing the limit was not always enough; also: strong numbers were not always called active
Target sequence (P63279 whole entry, looked up): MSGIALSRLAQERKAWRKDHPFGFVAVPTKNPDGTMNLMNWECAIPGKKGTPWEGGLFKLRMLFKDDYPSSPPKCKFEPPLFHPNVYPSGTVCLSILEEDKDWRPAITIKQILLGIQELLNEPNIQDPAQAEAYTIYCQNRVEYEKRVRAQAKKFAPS
NALP1 inh = blocks the NALP1 inflammasome reconstituted in yeast; S. cerevisiae NALP1/ASC/caspase-1 growth, X-gal OD620, 72 h; hit rate 0.61% among 280,000; inhibition, % at 10 µM; in the data active = inhibition mostly above about 24%, no sharp cut-off; inactive = mostly below about 32%; also: some compounds called inactive have numbers as strong as hits
VIM-2 inhibitor = blocks Pseudomonas aeruginosa VIM-2 metallo-beta-lactamase; inhibition, % at 5.6 µM; hit rate 0.89% among 290,000; purified VIM-2, nitrocefin hydrolysis, epi-absorbance fluorescence;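 active = inhibition above the mean of all tested compounds plus 3 SD, cutoff set per screening run, cut at about 7.5% in these data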;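 also: red hydrolysis product quenches plate fluorescence so inhibitors raise well fluorescence; 0% = enzyme with DMSO and 100% = DMSO without enzyme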
HCV NS3 hel inh = blocks Hepatitis C virus NS3 helicase unwinding. AID 1800. inhibition, % at 10.9 µM. hit rate 0.56% among 290,000. NS3 helicase DNA unwinding, Cy5 molecular beacon fluorescence;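 active = inhibition above the mean of all tested compounds plus 3 SD, set per campaign, cut at about 35% in these data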;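 also: 0% = DMSO wells and 100% = thioflavine S control wells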
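System: Hepatitis C virus NS3 helicase domain fragment enzyme | Reagent: Annealed dual-labelled DNA beacon duplex, ATP-started | Compound dosing: 10.9 µM single point, 0.8% DMSO | Incubation: 1 h reaction at 25 °C, ATP-initiated | Technique: Cy5 fluorescence | Evaluation: Percent inhibition from t60/t0 fluorescence ratio | Benchmarks: Low DMSO, high thioflavine S at 110 µM | Replication: Singlicate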
An asterisk follows results filed as active.

Results for O=C(NC1CCCC1)C(c1cccnc1)N(Cc1ccccc1F)C(=O)c1csnn1 (stereo not drawn) ?
MEKK2 WT-MEK5: 104.0; FID counter: -19.9; MEKK2mut PB1 HTS: -2.0; PfM18AAP inh: 3.4; IMP-1 inhibitor: -3.0; UBC9 SUMO inh: -3.4; NALP1 inh: 13.8; VIM-2 inhibitor: -2.9; HCV NS3 hel inh: 14.3

What do the screens show for `C=CCNC(=S)N/N=C/c1ccc(OCc2ccccc2Cl)cc1`?
MEKK2 WT-MEK5: 96.0; FID counter: -6.5; MEKK2mut PB1 HTS: 4.0; PfM18AAP inh: -3.8; IMP-1 inhibitor: -2.6; UBC9 SUMO inh: -8.6; NALP1 inh: 12.4; VIM-2 inhibitor: -3.1; HCV NS3 hel inh: -0.7

How did O=C(Nc1nc(-c2cc3ccccc3oc2=O)cs1)c1ccc(Br)o1 do in these assays?
MEKK2 WT-MEK5: 104.0; FID counter: -0.2; MEKK2mut PB1 HTS: 4.0; PfM18AAP inh: 2.4; IMP-1 inhibitor: -1.1; UBC9 SUMO inh: 40.1; VIM-2 inhibitor: -1.7; HCV NS3 hel inh: 7.1

Results for COc1ccc(/C=C(\NC(=O)c2ccccc2)C(=O)NCc2ccco2)cc1 ?
MEKK2 WT-MEK5: 99.0; FID counter: -1.9; MEKK2mut PB1 HTS: -2.0; PfM18AAP inh: -0.6; IMP-1 inhibitor: -1.3; UBC9 SUMO inh: 2.6; NALP1 inh: 16.3; VIM-2 inhibitor: -0.4; HCV NS3 hel inh: 10.2

How did CCCc1nnc(NC(=O)CCC(=O)N2CCN(Cc3ccc(F)cc3)CC2)s1 do in these assays?
MEKK2 WT-MEK5: 97.0; FID counter: -25.2; MEKK2mut PB1 HTS: 2.0; PfM18AAP inh: 0.8; IMP-1 inhibitor: -2.2; UBC9 SUMO inh: 6.7; NALP1 inh: 17.9; VIM-2 inhibitor: -1.1; HCV NS3 hel inh: 13.1

How did Cc1nn(Cc2cccc(C(=O)N3CCCC(C)C3)c2)c(C)c1[N+](=O)[O-] (stereo not drawn) do in these assays?
MEKK2 WT-MEK5: 100.0; FID counter: -21.9; MEKK2mut PB1 HTS: -2.0; PfM18AAP inh: 9.1; IMP-1 inhibitor: -2.2; UBC9 SUMO inh: 10.3; NALP1 inh: 7.4; VIM-2 inhibitor: -0.4; HCV NS3 hel inh: 8.6

What do the screens show for `COc1cc(SC#N)ccc1N=Cc1c(C)[nH]n(-c2ccc(Cl)cc2)c1=O`?
MEKK2 WT-MEK5: 98.0; FID counter: -0.2; MEKK2mut PB1 HTS: 6.0; PfM18AAP inh: -10.4; IMP-1 inhibitor: -5.0; UBC9 SUMO inh: 20.6; NALP1 inh: 26.6; VIM-2 inhibitor: -0.3; HCV NS3 hel inh: 1.9

What do the screens show for `O=C(CSc1cn(Cc2ccccc2)c2ccccc12)Nc1nccs1`?
MEKK2 WT-MEK5: 106.0; FID counter: -9.8; MEKK2mut PB1 HTS: 5.0; PfM18AAP inh: 3.2; IMP-1 inhibitor: -4.0; UBC9 SUMO inh: -8.7; NALP1 inh: 17.3; VIM-2 inhibitor: -1.5; HCV NS3 hel inh: -10.1

How did COCCCn1c(=O)/c(=C\c2ccc(OC(F)F)c(OC)c2)s/c1=C(/C#N)C(=O)NCCOC do in these assays?
MEKK2 WT-MEK5: 95.0; FID counter: -7.4; MEKK2mut PB1 HTS: -4.0; PfM18AAP inh: -1.5; IMP-1 inhibitor: -1.7; UBC9 SUMO inh: 28.9; NALP1 inh: 9.0; VIM-2 inhibitor: -3.3; HCV NS3 hel inh: -5.7

How did Nc1ccc(C23CC4CC(CC(CO)(C4)C2)C3)cc1 do in these assays?
MEKK2 WT-MEK5: 102.0; FID counter: -4.1; MEKK2mut PB1 HTS: 1.0; PfM18AAP inh: -0.9; IMP-1 inhibitor: 0.9; UBC9 SUMO inh: 15.8; NALP1 inh: 17.2; VIM-2 inhibitor: 0.3; HCV NS3 hel inh: 5.7

What do the screens show for `CCC(CC)C(=O)NCCc1cc2c(OC)ccc(OC)c2[nH]c1=O`?
MEKK2 WT-MEK5: 98.0; FID counter: -14.4; MEKK2mut PB1 HTS: 3.0; PfM18AAP inh: -4.0; IMP-1 inhibitor: -0.6; UBC9 SUMO inh: -1.6; NALP1 inh: 8.2; VIM-2 inhibitor: -2.6; HCV NS3 hel inh: -3.9

What do the screens show for `COCCC1CCCCN1C(=O)c1cc(COc2cccc(C(C)=O)c2)on1` (stereo not drawn)?
MEKK2 WT-MEK5: 104.0; FID counter: -38.5; MEKK2mut PB1 HTS: 1.0; PfM18AAP inh: 0.8; IMP-1 inhibitor: -2.4; UBC9 SUMO inh: -4.4; NALP1 inh: 22.9; VIM-2 inhibitor: -1.9; HCV NS3 hel inh: -0.6

Results for CCOC(=O)C1C2C=CC3(CN(c4ccc(Cl)c(F)c4)C(=O)C13)O2 (stereo not drawn) ?
MEKK2 WT-MEK5: 98.0; FID counter: 0.1; MEKK2mut PB1 HTS: 1.0; PfM18AAP inh: 13.9; IMP-1 inhibitor: -3.1; UBC9 SUMO inh: 4.0; NALP1 inh: -9.0; VIM-2 inhibitor: 0.2; HCV NS3 hel inh: -2.5

Results for COc1ccc(-c2cc(C(=O)Nc3ccc4c(c3)OCO4)no2)cc1OC ?
MEKK2 WT-MEK5: 99.0; FID counter: -2.3; MEKK2mut PB1 HTS: -10.0; PfM18AAP inh: -3.0; IMP-1 inhibitor: -0.6; UBC9 SUMO inh: 2.2; NALP1 inh: -84.7; VIM-2 inhibitor: -1.6; HCV NS3 hel inh: 3.7

How did COc1ccc(OC)c(CCNC(=O)CSc2ccsc2[N+](=O)[O-])c1 do in these assays?
MEKK2 WT-MEK5: 78.0; FID counter: -3.2; MEKK2mut PB1 HTS: -10.0; PfM18AAP inh: -4.0; IMP-1 inhibitor: -1.2; UBC9 SUMO inh: 9.6; NALP1 inh: -32.4; VIM-2 inhibitor: -0.1; HCV NS3 hel inh: 9.9

What do the screens show for `Cc1ccc(C(=O)OCC(=O)NC(C)C)cc1S(=O)(=O)N1CCOCC1`?
MEKK2 WT-MEK5: 96.0; FID counter: -16.2; MEKK2mut PB1 HTS: -7.0; PfM18AAP inh: -0.4; IMP-1 inhibitor: -0.6; UBC9 SUMO inh: -1.6; NALP1 inh: 23.8*; VIM-2 inhibitor: 2.3; HCV NS3 hel inh: 5.5

Results for CC(C)(C)OC(=O)NC(=NCCCc1cn(CC(=O)N2CCN(C(=O)OC(C)(C)C)CC2)nn1)NC(=O)OC(C)(C)C ?
MEKK2 WT-MEK5: 93.0; FID counter: -1.3; MEKK2mut PB1 HTS: 2.0; PfM18AAP inh: 0.9; IMP-1 inhibitor: -1.8; UBC9 SUMO inh: 8.1; NALP1 inh: 2.9; VIM-2 inhibitor: -2.4; HCV NS3 hel inh: -3.1

Results for O=C(NCC1CCCO1)c1cc2c([nH]c3ccccc32)c(-c2cccc(Br)c2)n1 (stereo not drawn) ?
MEKK2 WT-MEK5: 101.0; FID counter: -25.3; MEKK2mut PB1 HTS: 0.0; PfM18AAP inh: 1.6; IMP-1 inhibitor: -2.9; UBC9 SUMO inh: -9.5; NALP1 inh: -1.6; VIM-2 inhibitor: -2.6; HCV NS3 hel inh: -14.8

How did CCCCc1nc2sc3c(SCC(=O)NCc4ccco4)ncnc3c2c2c1CCC2 do in these assays?
MEKK2 WT-MEK5: 96.0; FID counter: -8.0; MEKK2mut PB1 HTS: 2.0; PfM18AAP inh: -7.6; IMP-1 inhibitor: -1.7; UBC9 SUMO inh: -351.2; NALP1 inh: 0.1; VIM-2 inhibitor: -1.7; HCV NS3 hel inh: 11.3

How did C/C(=N\NC(=O)c1ccncc1)c1cccc(NC(=O)c2ccc(Cl)s2)c1 do in these assays?
MEKK2 WT-MEK5: 105.0; FID counter: -7.4; MEKK2mut PB1 HTS: 2.0; PfM18AAP inh: 7.2; IMP-1 inhibitor: -3.1; UBC9 SUMO inh: -4.7; NALP1 inh: 9.9; VIM-2 inhibitor: -3.7; HCV NS3 hel inh: -7.3

Next section (two carried over from the part before).
How did CCCCc1nc2sc3c(SCC(=O)NCc4ccco4)ncnc3c2c2c1CCC2 do in these assays?
MEKK2 WT-MEK5: 96.0; FID counter: -8.0; MEKK2mut PB1 HTS: 2.0; PfM18AAP inh: -7.6; IMP-1 inhibitor: -1.7; UBC9 SUMO inh: -351.2; NALP1 inh: 0.1; VIM-2 inhibitor: -1.7; HCV NS3 hel inh: 11.3

How did C/C(=N\NC(=O)c1ccncc1)c1cccc(NC(=O)c2ccc(Cl)s2)c1 do in these assays?
MEKK2 WT-MEK5: 105.0; FID counter: -7.4; MEKK2mut PB1 HTS: 2.0; PfM18AAP inh: 7.2; IMP-1 inhibitor: -3.1; UBC9 SUMO inh: -4.7; NALP1 inh: 9.9; VIM-2 inhibitor: -3.7; HCV NS3 hel inh: -7.3

How did NC(=S)N/N=C/c1coc2ccc(Br)cc2c1=O do in these assays?
MEKK2 WT-MEK5: 92.0; FID counter: 0.9; MEKK2mut PB1 HTS: -20.0; PfM18AAP inh: 6.1; IMP-1 inhibitor: -2.7; UBC9 SUMO inh: 12.9; VIM-2 inhibitor: -0.7; HCV NS3 hel inh: 1.9

Results for O=C(N/N=C/c1cc2ccccc2[nH]1)c1ccccc1Cl ?
MEKK2 WT-MEK5: 104.0; FID counter: -1.7; MEKK2mut PB1 HTS: 5.0; PfM18AAP inh: 5.2; IMP-1 inhibitor: -1.5; UBC9 SUMO inh: 14.8; VIM-2 inhibitor: -2.4; HCV NS3 hel inh: 2.6

Results for CCCc1ccc(S(=O)(=O)N(C)S(=O)(=O)c2ccc(F)cc2)cc1 ?
MEKK2 WT-MEK5: 98.0; FID counter: -13.1; MEKK2mut PB1 HTS: 0.0; PfM18AAP inh: -2.7; IMP-1 inhibitor: -0.1; UBC9 SUMO inh: 5.8; NALP1 inh: 9.3; VIM-2 inhibitor: -1.4; HCV NS3 hel inh: -1.2

What do the screens show for `C=CCCC(=O)Nc1nc(C)c(-c2csc(Nc3ccccc3OC)n2)s1`?
MEKK2 WT-MEK5: 102.0; FID counter: -5.1; MEKK2mut PB1 HTS: -1.0; PfM18AAP inh: 8.0; IMP-1 inhibitor: -2.9; UBC9 SUMO inh: 1.4; NALP1 inh: 3.2; VIM-2 inhibitor: -2.4; HCV NS3 hel inh: -7.6

What do the screens show for `Cc1ccc2nc(N3CCN(Cc4ccc(F)cc4)C3=O)c(C)cc2c1`?
MEKK2 WT-MEK5: 102.0; FID counter: -25.1; MEKK2mut PB1 HTS: 5.0; PfM18AAP inh: -5.0; IMP-1 inhibitor: -2.7; UBC9 SUMO inh: -2.4; NALP1 inh: 11.4; VIM-2 inhibitor: -0.8; HCV NS3 hel inh: -3.8

How did COc1cc(/C=C2\SC(=Nc3ccc(N4CCOCC4)cc3)N(C)C2=O)ccc1OC(C)C(=O)O (stereo not drawn) do in these assays?
MEKK2 WT-MEK5: 105.0; FID counter: -13.0; MEKK2mut PB1 HTS: 1.0; PfM18AAP inh: 1.2; IMP-1 inhibitor: -5.0; UBC9 SUMO inh: -2.1; NALP1 inh: 20.1; VIM-2 inhibitor: 0.7; HCV NS3 hel inh: 8.9

Screens from PubChem.
